LDHA inh: blocks human lactate dehydrogenase A; AID 1347041; 480,000 tested, 0.15% active; purified LDHA, NADH/diaphorase-resazurin fluorescence; hits give low values; P00338; activity change, % (values are at about 110 or 230 µM); in the data active = activity change below about -30%; inconclusive = mostly about -25% to -30%;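 note: plate controls were DMSO wells for no effect and wells without enzyme for full effect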
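Human LDH5 (2 nM) was incubated with 0.06 mM NADH and 0.2 mM pyruvate for 5 min at room temperature in Tris pH 7.4. Remaining NADH was coupled through diaphorase/resazurin, and resorufin fluorescence was read at 0 and 20 min.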
* = called active by the depositor; u = inconclusive. The list is partial. The share of hits here may be higher or lower than overall.

LDHA inh	Molecule
2	Cc1cc(C)c(S(=O)(=O)N2CCC(C(=O)NCCc3csc(-c4ccccc4)n3)CC2)c(C)c1
1	Cc1ccc(OCc2nc(C#N)c(N(C)Cc3ccccc3)o2)cc1
6	Cc1cc(C)c2oc(C(=O)N3CCOC34CCN(C)CC4)cc(=O)c2c1
-2	CCOc1ccc(NC(=O)C(=O)c2c[nH]c3ccccc23)cc1
-7	CC(Oc1cccc(Cl)c1)C(=O)NCCc1ccccn1 (configuration not stated)
8	CCN(CC)CCN1C(=O)C(O)=C(C(=O)c2sc(C)nc2C)C1c1ccc(C(=O)OC)cc1 (configuration not stated)
2	COCCn1c(SC(C)C(=O)c2ccc(Br)cc2)nnc1-c1cccc(C)c1 (configuration not stated)
10	O=C(c1ccc2cc[nH]c2c1)N1CCC(C(=O)N2CCCCC2)CC1
4	COC(=O)[C@@]1(Cc2ccc(F)cc2)[C@H]2C(CC(=O)C(=O)N3CCCC3)C(=O)C[C@H]2CN1C(=O)c1ccccc1 (some centres not stated)
-4	CC1=CCCC(C)(C)C1/C=C/C(C)=N\Nc1nc2ccccc2[nH]1 (configuration not stated)
3	COc1ccc(C)cc1NC(=O)c1cc2ccccc2cc1OCC(N)=O
4	CC(C)C(NC(=O)c1ccc(-c2ccccc2)cc1)C(=O)O (configuration not stated)
5	Cc1ccsc1/C=N/NC(=O)c1cccc2ccccc12
-4	CC(=O)C1=C(O)C(=O)NC1c1ccccc1F (configuration not stated)
1	CCc1noc(CN2CCN(c3cc(C)nc(C(C)C)n3)CC2)n1
-1	O=C(CS(=O)(=O)Cc1coc(-c2ccccc2)n1)N1CCCC1
2	Cc1ccc2c(c1)SC(C(=O)Nc1ccc(C)c(S(N)(=O)=O)c1)C2 (configuration not stated)
-3	Cc1nc2ccc(S(=O)(=O)N3CCN(S(=O)(=O)c4c(F)cccc4F)CC3)cc2s1
0	O=C(O)CC1C(=O)NCCN1Cc1ccc(F)cc1Cl (configuration not stated)
-3	Cc1ccc(C2C3=C(CC(C)(C)CC3=O)Nc3c2c(=O)n(C)c(=O)n3C)cc1 (configuration not stated)
-9	COc1cccc(CNC(=O)CN2C(=O)C(C)=C(c3ccc(C)c(C)c3)S2(=O)=O)c1
-6	COc1ccc(-c2noc(CCC(=O)Nc3ccn(C)n3)n2)cc1OC
-8	CCOC(=O)N1CCN(Cc2nc3c(c(=O)[nH]c(=O)n3C)n2CC(C)C)CC1
-8	CC(C)CC(=O)[C@@H](O)Cc1ccc(O)cc1
10	CN(C)C(CNC(=O)Cc1n[nH]c(=O)c2ccccc12)Cc1ccccc1 (configuration not stated)
10	O=C(Nc1cccc2ncccc12)C1CCCN(S(=O)(=O)c2ccc(Br)cc2)C1 (configuration not stated)
8	O=c1cc(-c2cc3ccccc3o2)c2cc3c(cc2o1)CCCC3
0	COc1cccc(C2C3=C(CC(C)(C)CC3=O)Nc3cc4c(cc32)OCO4)c1OC (configuration not stated)
22	Cn1c(=O)c2c(nc(NCCN3CCOCC3)n2Cc2cccc(F)c2)n(C)c1=O
-8	O=C(NCc1cccnc1)C1CCN(S(=O)(=O)c2cccc(OC(F)(F)F)c2)CC1
10	COC(=O)c1ccc(COC(=O)Cc2ccc3c(c2)OCCO3)cc1
1	Cc1cc(C(=O)O)c(C)n1CC(F)(F)F
10	O=C1CCSc2ccc(C(=O)NNC(=O)c3ccccn3)cc2N1
4	O=C1CCSc2c1cccc2C(=O)Nc1ccc(F)cc1Cl
-7	Cc1[nH]nc2c1C(c1c(F)cccc1Cl)C1=C(COC1=O)N2 (configuration not stated)
u	O=C(O)/C=C/C(=O)c1ccc(Br)cc1
3	CCCCn1c(SCC(=O)Nc2ccc3c(c2)OCCO3)nc2c(-c3ccccc3)c[nH]c2c1=O
8	Cc1ccc2c(C)c(CCC(=O)Nc3cccc(Cl)c3)c(=O)oc2c1
-1	Cn1c(=O)c2c(ncn2CC(=O)Nc2ccccc2C(=O)NC2CCCCC2)n(C)c1=O
7	CC(C)c1ccc(/C=C(/C#N)c2nc3ccccc3o2)cc1
-5	COc1ccc(C2CCCN2Cc2cc(=O)oc3cc(C)c(C)cc23)cc1 (configuration not stated)
12	COc1cc(-c2nc3c(c(=O)[nH]c(=O)n3Cc3ccccc3)n2CC(C)C)ccc1O
4	CCCCN(CC)Cc1c(C)[nH]c2c(C)cc(C)cc2c1=O
5	O=C(O)CCNS(=O)(=O)c1ccc(F)cc1
6	CN(CC(=O)Nc1cc2[nH]c(=O)[nH]c2cc1Br)Cc1ccccc1N1CCCCC1
6	COCCn1cnnc1SCc1cccc(F)c1
3	COc1ccc(NC(=O)Cn2c(SCc3cccc(C)c3)nc3ccncc32)c(OC)c1OC
5	N#Cc1c(N)n[nH]c1CCCNC(=O)c1cn(Cc2ccccc2)nc1-c1ccccc1
-20	COc1ccc(CCN[C@H]2CS(=O)(=O)C[C@@H]2S(=O)(=O)c2ccc(C)cc2)cc1OC
-1	CC(C#N)OC(=O)c1cc(C(C)C)nc2ccccc12 (configuration not stated)

The list continues.
LDHA inh	Molecule
4	Cc1nc2ccc(Cl)cc2cc1C(=O)NCc1ccc(C(N)=O)cc1
-13	CCCc1cc(=O)[nH]c(-n2nc(C)cc2NC(=O)c2ccc(S(=O)(=O)N(CC)CC)cc2)n1
2	COc1ccc(C(=O)Nc2ccc(-c3nc4ccccc4o3)cc2)cc1
1	CCCCCCc1ccc(-c2ccc(OC)cc2)nc1
6	C=CCN(Cc1cccs1)C(=O)CSCc1ccc(C#N)cc1
14	CCc1c(C(=O)NCc2cccnc2N2CCOCC2)cnn1-c1ccc(F)cc1
0	CC1(C)CC(NC(=S)Nc2ccc(Br)cc2)CC(C)(C)N1
5	Cc1ccc(C)c(OCn2ccc(C(=O)NCc3cn(C)nc3C)n2)c1
0	CCNC(=O)c1cc(-c2ccc(Cl)cc2)nc2ccccc12
-6	O=C(CC1NC(=O)c2ccccc2NC1=O)NC1CCCC1 (configuration not stated)
-16	CC(=O)NCc1ccc(C(=O)COc2ccc(C(C)=O)cc2)cc1
-2	Cc1ccc(C)c(N2CCN(C(=O)C3CCN(c4nnc(-n5cccc5)s4)CC3)CC2)c1
-8	O=C(c1cc2ccccc2oc1=O)N1CCN(c2ccc(Cl)c(Cl)c2)CC1
0	CCCNc1c(NC(=O)NCc2ccc(F)cc2)c(=O)oc2ccccc12
1	COc1ccc(-c2c(C)c3ccc(OC(C)=O)cc3oc2=O)cc1OC
3	Cc1cccc(COC(=O)c2ccc(C#N)cc2)c1
-15	COCC(C)NS(=O)(=O)c1ccc(NC(=O)c2nc(-c3ccccc3)oc2C)cc1 (configuration not stated)
-18	COC(=O)c1cc(C23CC4CC(CC(C4)C2)C3)ccc1O
3	c1ccc(Nc2nc(-c3cccc4ccccc34)cs2)cc1
0	Clc1ccc(CN2CCCC2)cc1
6	Cc1ccc(NC(=O)C(C)n2cccn2)c(Br)c1 (configuration not stated)
-2	CCC(Oc1ccc(Br)cc1)C(=O)O (configuration not stated)
3	Cc1ccsc1C(=O)OCC(=O)c1ccccc1
4	CC1(C)C2CCC1(C)C(NC(=O)c1ccccc1)C2 (configuration not stated)
-1	CC(c1cc(F)ccc1F)N(C)CCS(=O)(=O)CCC(N)=O (configuration not stated)
8	CCOCCCNc1oc(COc2ccc(F)cc2)nc1C#N
-1	Cc1ccnc(NC(=S)N2CCN(c3ccc(C(F)(F)F)cc3)CC2)c1
11	CN(Cc1cccc(Cl)c1Cl)S(=O)(=O)c1cn(C)c(=O)n(C)c1=O
-2	Cn1c(Oc2ccc3cc(Br)ccc3c2)c(C#N)c(=O)n(C)c1=O
11	COc1ccc2nc(SCC(=O)c3cc(C)n(C4CC4)c3C)[nH]c2c1
-8	COc1ccc(C2=C(O)C(=O)N(CCc3ccccc3)C2c2ccc(C(=O)O)cc2)cc1 (configuration not stated)
2	CCNC(=O)c1ccc(CNC(C)=O)cc1
7	CSc1ccc(-c2nc(CSCC(=O)NCc3ccc4c(c3)OCO4)c(C)o2)cc1
0	CN(Cc1ccc(F)cc1)C(=O)Cn1nc(C(=O)O)c2ccccc2c1=O
0	Nc1nc2c(Br)ccc(Br)c2cc1C(=O)NCCc1ccccc1
3	CCOC(=O)C(C)Oc1ccc2c(=O)c(Oc3ccc(CC)cc3)c(C(F)(F)F)oc2c1 (configuration not stated)
3	N#Cc1ccc(N2CCC(C(=O)OCc3cccc4cccnc34)CC2)nc1
6	Cc1ccc(-c2noc(CN(C)C(C)c3cc4ccccc4o3)n2)cc1 (configuration not stated)
-10	COc1ccc(Nc2nc3ccccc3nc2NS(=O)(=O)c2ccccc2)c(OC)c1
-8	Cc1cc(C(=O)NCC2(c3ccccc3)CCC2)cc(S(N)(=O)=O)c1C
-6	Cc1ccc2c(=O)cc(C(=O)Nc3ccc(S(N)(=O)=O)cc3)oc2c1
0	CCNc1c(NC(=O)Nc2cc(C)cc(C)c2)c(=O)oc2ccccc12
-4	O=C(CSc1nnc(-c2ccncc2)n1C1CC1)c1cc2ccccc2o1
4	O=c1c(-c2ccccc2)nc2ccccc2n1C(c1ccccc1)c1nc2ccccc2[nH]1 (configuration not stated)
-15	CC(=O)NCCNC(=O)CCc1ncc(-c2ccc(Cl)cc2Cl)o1
0	N#CC1(C(=O)NCC2(c3ccccc3)CCCCC2)CCCCC1
6	CCCCCCCCN1C(=O)[C@H](CC(=O)NCc2ccc(C)o2)C[C@@]2(C(=O)OC)CC(C)(C)CC=C12
-1	COc1cc(-c2csc(-c3c(C)c(C)nn(C)c3=O)n2)ccc1OC(F)F
7	CCCCN1C(=O)C(=O)NC[C@H]1Cc1cccc2ccccc12
-2	CC1(c2nnnn2-c2ccc3c(c2)OCCO3)CCC(=O)N1C1CC1 (configuration not stated)

3 entries already listed, sorted by the number in LDHA inh, high to low.
compound,LDHA inh
O=c1c(-c2ccccc2)nc2ccccc2n1C(c1ccccc1)c1nc2ccccc2[nH]1 (configuration not stated),4
N#CC1(C(=O)NCC2(c3ccccc3)CCCCC2)CCCCC1,0
Cc1ccc2c(=O)cc(C(=O)Nc3ccc(S(N)(=O)=O)cc3)oc2c1,-6

The list goes on:
LDHA inh	Molecule
8	COc1ccc(C2Nc3ccc(Cl)cc3C(=O)N2Cc2ccccc2)cc1COc1ccc(NC(C)=O)cc1 (configuration not stated)
5	COC(=O)CCCC[C@H]1SC[C@@H](N)[C@H]1N
8	CN(C)C(=O)/C(=C/C=C/c1ccccc1)NC(=O)c1ccccc1
-7	Cc1occc1-c1nnc(SC(C)C(=O)NCc2cccs2)o1 (configuration not stated)
-36*	CCc1nnc(CN2CCC(c3nc4ccccc4s3)CC2)o1
-1	COC(=O)c1ccc2c(c1)N(Cc1ccc(F)cc1Cl)C(=O)c1ccccc1S2(=O)=O
6	Cc1cc(C=O)c(C)[nH]1
-8	Cc1nc(S(=O)(=O)N2CCCCC2)c(C#N)c(C)c1Cl
-11	CSc1ccc(/C=N/NC(=O)c2ccccc2F)cc1
-1	O=C(CSCc1nc2ccccc2c(=O)[nH]1)Nc1cccc(O)c1
1	CC(C)(C)C(=O)Nc1cccc(C(=O)NOCc2ccccc2)c1
5	Cc1ccc(/C=C/C(=O)N/N=C/c2ccccc2)cc1
-12	CCNC(=O)NC(=O)C(C)OC(=O)c1nn(CC(C)C)c(=O)c2ccccc12 (configuration not stated)
1	Cc1ccc2nc(-c3ccc(Cl)c(NC(=O)c4cc([N+](=O)[O-])ccc4N4CCOCC4)c3)oc2c1
16	O=C(CCC1CCCCC1)Nc1ccc2sc3ccccc3c(=O)c2c1
-1	Cn1c(=O)n(Cc2nc(-c3ccccc3)no2)c(=O)c2ccccc21
-2	O=C(Nc1cccnc1)C1CCC1
6	O=C(NCc1ccccc1)c1cc(-c2ccccn2)nc2ccccc12
1	Cc1ccc(-c2nc3cc(NC(=O)c4ccc5c(c4)OCO5)ccc3o2)c(C)c1
1	Cn1c(=O)c2c(nc(N3CCN(c4cccc(Cl)c4)CC3)n2Cc2ccc(F)cc2)n(C)c1=O

Structural class, the entries above with a thiophene ring, fused or not
LDHA inh	Molecule
5	Cc1ccsc1/C=N/NC(=O)c1cccc2ccccc12
6	C=CCN(Cc1cccs1)C(=O)CSCc1ccc(C#N)cc1
3	Cc1ccsc1C(=O)OCC(=O)c1ccccc1
-7	Cc1occc1-c1nnc(SC(C)C(=O)NCc2cccs2)o1 (configuration not stated)

Part of the list above in order of heavy-atom count, high to low:
LDHA inh	Molecule
-12	CCNC(=O)NC(=O)C(C)OC(=O)c1nn(CC(C)C)c(=O)c2ccccc12 (configuration not stated)
-1	Cn1c(=O)n(Cc2nc(-c3ccccc3)no2)c(=O)c2ccccc21
5	Cc1ccc(/C=C/C(=O)N/N=C/c2ccccc2)cc1

(more compounds)
LDHA inh	Molecule
2	CC(NC(=O)CSc1ccccc1)c1ccc2c(c1)OCCO2 (configuration not stated)
7	CN(CC(=O)N1CCc2ccccc2C1)S(=O)(=O)c1ccc(Br)cc1
1	COCCCNc1nc2c(c(=O)[nH]c(=O)n2C)n1CCO
11	CC(C)NC(=O)COC(=O)c1cc(-c2ccc(Cl)s2)nc2ccccc12
2	COc1ccccc1C1CC(=O)NC(SCC(=O)Nc2ccc(F)cc2)=C1C#N (configuration not stated)
-3	CC(C)(C)c1ccc(C(=O)NC(Nc2cccc(C(F)(F)F)c2)C(Cl)(Cl)Cl)cc1 (configuration not stated)
-10	CSC1=N/C(=C\c2ccc(Cl)c(Cl)c2)C(=O)S1
6	Cc1cc(=O)oc2cc3occ(-c4ccc5ccccc5c4)c3cc12
u	O=C(Cn1nc(Br)nc1Br)c1ccc(F)cc1

Retrieved by structure from the entries so far:
LDHA inh	Molecule
u	O=C(Cn1nc(Br)nc1Br)c1ccc(F)cc1
-10	CSC1=N/C(=C\c2ccc(Cl)c(Cl)c2)C(=O)S1
2	CC(NC(=O)CSc1ccccc1)c1ccc2c(c1)OCCO2 (configuration not stated)
7	CN(CC(=O)N1CCc2ccccc2C1)S(=O)(=O)c1ccc(Br)cc1
11	CC(C)NC(=O)COC(=O)c1cc(-c2ccc(Cl)s2)nc2ccccc12
6	Cc1cc(=O)oc2cc3occ(-c4ccc5ccccc5c4)c3cc12
-3	CC(C)(C)c1ccc(C(=O)NC(Nc2cccc(C(F)(F)F)c2)C(Cl)(Cl)Cl)cc1 (configuration not stated)

Compound activity as filed in PubChem BioAssay.
